# Vif inh: HIV Vif inhibition | HEK293T cells, Vif self-association by quenched fluorescence, imaging, 24 h | inhibition, % at 7.49 µM | 0.35% of 340,000 active | AID 602346; in the data active = inhibition above about 50%, passing the limit was not always enough; also: some results filed as inactive read as strong as hits
# iPSC survival up: hiPSC single-cell survival enhancement. ATPlite luminescence; 100% = ROCK inhibitor wells, 0% = DMSO. survival enhancement, % at 20 µM. 0.044% of 360,000 active; in the data active = survival enhancement above about 18%;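 also: cells exposed to compounds for 16 hours before the ATP read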
# NR2E3 ag-1: activates human NR2E3 receptor | Q9Y5X4 | CHO-S Gal4-NCOR/VP16-NR2E3 two-hybrid, luciferase | inhibition of corepressor binding, % at 3.98 µM | 0.35% of 360,000 active | AID 602229;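 active = inhibition above the mean of all tested compounds plus 3 SD, cut at about 70% in these data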;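 also: 0% = DMSO with NR2E3 transfected cells and 100% = cells lacking NR2E3 construct; higher means lower luciferase signal from less NR2E3 corepressor binding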
# Target sequence (Q9Y5X4 whole entry, looked up, the tested form may be a part): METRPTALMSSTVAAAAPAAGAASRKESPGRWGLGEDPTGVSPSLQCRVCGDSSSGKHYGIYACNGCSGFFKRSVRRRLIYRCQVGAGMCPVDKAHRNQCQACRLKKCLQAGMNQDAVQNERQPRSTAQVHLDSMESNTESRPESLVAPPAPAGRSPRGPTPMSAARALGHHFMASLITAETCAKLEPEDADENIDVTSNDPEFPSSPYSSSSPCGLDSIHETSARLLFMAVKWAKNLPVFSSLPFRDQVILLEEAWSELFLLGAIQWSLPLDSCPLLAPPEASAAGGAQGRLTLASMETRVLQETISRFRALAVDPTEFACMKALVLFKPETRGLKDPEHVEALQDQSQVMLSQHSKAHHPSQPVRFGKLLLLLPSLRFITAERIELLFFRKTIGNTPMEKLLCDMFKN
# Peg3 promoter: Peg3 promoter activity inhibition | 1.7% of 360,000 active | HeLa PEG-Prom luciferase reporter, luminescence, overnight | inhibition, % at 20 µM;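 active = inhibition of at least 50% at 20 µM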
# aDG glyco act: increases alpha dystroglycan glycosylation; activation, % at 10 µM; Pro5-aDG cells, alpha-DG glycosylation AlphaScreen (IIH6); 0% Pro5, 100% B10-LARGE cell signal; 0.22% of 360,000 active;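 active = activation of at least 8% versus controls, or a plate z-score of at least 8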;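 also: Pro5 are CHO cells carrying HIG-tagged alpha-DG that lacks glycosylation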
# MITF TRPM1 inh: inhibitors of MITF-driven TRPM1 promoter in melanoma cells. SK-MEL-5 TRPM1 promoter luciferase, 24 h. inhibition, % at 12.5 µM. 0.83% of 330,000 active;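 active = mean inhibition across replicates of 60% or more, whatever share of single replicates reaches that level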; also: values of inactives mirror those of a sister screen read the other way
# PDI turbidity: blocks human protein disulfide isomerase activity. P07237. PDI insulin aggregation turbidity, A650, 90 min. inhibition, % at 10 µM. 0.052% of 350,000 active;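 active = mean inhibition across replicates of 30% or more, whatever share of single replicates reach that level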;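 also: absorbance from insulin aggregation driven by PDI reduction with DTT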
# Target sequence (P07237 whole entry, looked up): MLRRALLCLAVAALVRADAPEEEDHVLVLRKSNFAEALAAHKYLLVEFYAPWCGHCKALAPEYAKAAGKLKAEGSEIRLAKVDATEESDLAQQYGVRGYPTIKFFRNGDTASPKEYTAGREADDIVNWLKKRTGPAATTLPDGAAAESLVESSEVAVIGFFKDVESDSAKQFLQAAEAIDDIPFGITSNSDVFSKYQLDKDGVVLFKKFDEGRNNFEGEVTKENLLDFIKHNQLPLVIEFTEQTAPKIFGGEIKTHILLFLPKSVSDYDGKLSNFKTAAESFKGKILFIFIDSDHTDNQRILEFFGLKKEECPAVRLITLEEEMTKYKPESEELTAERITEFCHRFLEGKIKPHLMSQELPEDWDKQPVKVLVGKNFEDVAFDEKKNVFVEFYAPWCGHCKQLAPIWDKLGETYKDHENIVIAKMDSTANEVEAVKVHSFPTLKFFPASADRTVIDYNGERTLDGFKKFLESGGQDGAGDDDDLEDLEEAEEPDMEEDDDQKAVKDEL
# Granule exo inh: blocks lytic granule exocytosis; TALL-104 LAMP-1 surface exposure, flow cytometry; cells stimulated with thapsigargin and PMA; inhibition, % at 10 µM; 0.66% of 360,000 active; AID 651702;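 active = inhibition above about 55%, limit read from the data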
# NR2E3 ag-2: agonists of human nuclear receptor NR2E3; Q9Y5X4; 0.12% of 320,000 active; inhibition of corepressor binding, % at 4.78 µM; GST-NR2E3/biotin-RetCOR TR-FRET, 1536-well; AID 2300;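 active = percent inhibition above the cutoff of mean plus 3 SD of all tested compounds, set per screening campaign, cut at about 20% in these data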;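 also: 0% = DMSO wells and 100% = biotin wells as full block of FRET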
#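 Material: NR2E3–RetCOR corepressor complex / Amount: 1.35 nM GST-NR2E3 / Medium: Tris pH 7.5 / Compound: single nominal compound dose of 4.8 µM / Incubation: 5 h at 4 °C / Technique: TR-FRET, Eu(K)-anti-GST donor, streptavidin-D2 acceptor, ex 340, em 617/671 nm / Read-out basis: percent loss of FRET ratio relative to control wells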
# CaV13 ICDI inh: Disruptors of the CACNA1D IQ motif to Ca2+-dependent inactivation inhibitor domain association, primary screening, Förster resonance energy transfer in intact living …. HEK cells, CFP/YFP FRET ICDI-IQ, plate reader, 10 min; percent FRET-ratio fall versus neutral wells. inhibition, % at 12.3 µM. 0.098% of 340,000 active. AID 743397;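 active = mean replicate inhibition of at least 30% and at least 1% of replicates passing that level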;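 also: 0% = median of the neutral control wells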
# HIF-2a block: HIF-2a inhibition; 786-0 RCC cells HIF-2a reporter, luciferase luminescence, overnight; AID 624352; inhibition, % at 18.8 µM; 0.72% of 360,000 active;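 active = inhibition of the luminescence signal of 40% or more relative to plate controls, in a single-dose primary screen at 18.75 µM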
# * hit, by the source's call; nt = not tested or not shown. Rows are unselected; any-hit rate near 3.5%.
SMILES,Vif inh,iPSC survival up,NR2E3 ag-1,Peg3 promoter,aDG glyco act,MITF TRPM1 inh,PDI turbidity,Granule exo inh,NR2E3 ag-2,CaV13 ICDI inh,HIF-2a block
C[C@H](NC(=O)[C@@H]1CCCN1C(=O)[C@@H]1CCCN1C(=O)c1cccs1)c1ccccc1,nt,0.3,-18,nt,-0.1,nt,nt,7,nt,-6,5
O=c1[nH]c(Nc2nc3ccccc3o2)nc2c1CCCC2,-8,-2.4,-148,58*,0.8,46,-6,-3,0,-9,-70
O=C(COC(=O)CNC(=O)c1ccc(Cl)cc1)Nc1ccc(Cl)cc1C(F)(F)F,-5,0.4,-34,-4,-0.2,-12,4,-6,-3,-3,13
N/C(=N\OC(=O)C1CCCCC1)c1ccc(Br)cc1,-3,0.1,5,-240,-0.1,-107,-4,-14,1,-3,-250
COc1ccc(S(=O)(=O)N2CCCOC2CNC(=O)C(=O)NCCc2ccco2)cc1 (stereo not given),-1,0.8,6,11,-0.2,6,-4,1,3,-10,5
NC(=O)Cc1ccc(Nc2nnc(-c3ccc(O)cc3)c3ccccc23)cc1,-7,0.8,-33,5,-0.3,5,10,1,1,-3,6
O=C1CC(c2cccs2)c2cc3c(cc2N1)OCO3 (stereo not given),-6,0.7,8,-2,0.0,18,4,-2,-1,-4,4
Cc1cccc(C)c1NC(=O)CCS(=O)(=O)c1cccc2nsnc12,1,-1.7,-2,5,0.0,10,-1,-3,4,-5,4
Cc1ccc(-n2ncc3c(NNC(=O)Cc4ccccc4)ncnc32)cc1,-1,-0.8,-12,2,-0.1,-3,7,-1,0,-5,-17
CC(C)Oc1ccc(C(CC(=O)O)NC(=O)c2cccs2)cc1 (stereo not given),-1,-1.5,0,5,-0.4,4,10,-4,-1,-8,26

# Taken from above.
# `O=C1CC(c2cccs2)c2cc3c(cc2N1)OCO3` (stereo not given) in aDG glyco act → 0.0
# `Cc1cccc(C)c1NC(=O)CCS(=O)(=O)c1cccc2nsnc12` in Vif inh → 1

# The list continues:
SMILES,Vif inh,iPSC survival up,NR2E3 ag-1,Peg3 promoter,aDG glyco act,MITF TRPM1 inh,PDI turbidity,Granule exo inh,NR2E3 ag-2,CaV13 ICDI inh,HIF-2a block
CCOc1ccc2nc(N3CCCC(C(=O)N4CCN(CC)CC4)C3)sc2c1 (stereo not given),-3,-1.9,-38,-83,-0.1,-11,-12,-3,-2,-6,-93
CCn1cc(C(=O)N2CCN(c3ccc([N+](=O)[O-])cc3)CC2)c(=O)c2ccc(C)nc21,7,-3.6,44,8,0.1,12,15,10,7,-6,14
CCS(=O)(=O)Nc1cccc(C(=O)CC2(O)C(=O)Nc3ccccc32)c1 (stereo not given),4,1.1,-23,9,0.6,-1,2,11,2,-4,19
COc1cc(-c2cc(NC=O)c3ncc(-c4cccc(C(=O)N(C)C)c4)n3c2)cc(OC)c1OC,27,-0.4,7,40,0.0,nt,14,13,nt,-12,5
CCC(C)NC(=O)Cn1nc(C(F)(F)F)c2c1CCCC2 (stereo not given),-10,-1.5,-1,17,0.9,-7,-7,-2,2,0,13
COCCCNC(=O)Cn1cnc2sc(C)c(S(=O)(=O)N3CCN(c4ncccn4)CC3)c2c1=O,-1,-2.0,-7,24,-0.2,-4,4,3,4,-5,21
Cc1ccccc1NC(=S)N(Cc1cccs1)C1CCCCC1,7,0.5,-11,10,0.6,-7,-10,-2,-2,-6,18
O=c1c(C(c2ccc(Cl)cc2)c2c(O)nc3n(c2=O)CCS3)c(O)nc2n1CCS2,-3,0.9,3,23,-0.1,4,3,4,8,-5,16
COc1cc(OC)cc(-c2nnc(SCc3cccc(C(=O)O)c3)o2)c1,3,2.1,0,17,0.0,0,-6,-7,0,-10,31
CCN(c1cccc(C)c1)S(=O)(=O)c1ccc2c(c1)oc(=O)n2C,-8,-0.1,-26,22,0.1,6,9,-3,-1,-21,14

# Pulled by structure from above (two):
SMILES,Vif inh,iPSC survival up,NR2E3 ag-1,Peg3 promoter,aDG glyco act,MITF TRPM1 inh,PDI turbidity,Granule exo inh,NR2E3 ag-2,CaV13 ICDI inh,HIF-2a block
C[C@H](NC(=O)[C@@H]1CCCN1C(=O)[C@@H]1CCCN1C(=O)c1cccs1)c1ccccc1,nt,0.3,-18,nt,-0.1,nt,nt,7,nt,-6,5
COCCCNC(=O)Cn1cnc2sc(C)c(S(=O)(=O)N3CCN(c4ncccn4)CC3)c2c1=O,-1,-2.0,-7,24,-0.2,-4,4,3,4,-5,21

# (further entries)
SMILES,Vif inh,iPSC survival up,NR2E3 ag-1,Peg3 promoter,aDG glyco act,MITF TRPM1 inh,PDI turbidity,Granule exo inh,NR2E3 ag-2,CaV13 ICDI inh,HIF-2a block
CN(Cc1ccccc1)C(=O)COC(=O)C1CCN(S(=O)(=O)c2ccc3c(c2)OCCO3)CC1,-11,-0.3,2,4,-0.1,-1,3,-4,-5,-6,14
CCOc1ccc(N2C(=O)c3cccnc3C2Nc2ccc(Cl)cc2)cc1 (stereo not given),1,0.4,-9,-17,0.0,-3,10,-3,-5,-7,-7
CN(CCC#N)C(=O)COC(=O)C1c2ccccc2Oc2ccccc21,4,-0.4,-12,3,-0.1,2,-1,16,0,-4,13
O=C(Nc1ccc(F)cc1)c1cccc(N2C(=O)c3ccccc3C2=O)c1,7,-0.4,-16,1,-0.3,3,0,4,2,-3,-1
Cc1nn2c(N3CCN(C)CC3)c3c(nc2c1-c1ccccc1)CCCC3,14,-0.7,-20,10,0.0,nt,0,2,1,4,-9
CC(=O)c1cccc(NC(=S)NC(=O)Cc2ccccc2)c1,3,3.3,-5,-21,-0.8,3,-1,1,-1,-4,-12
CC1CCCC(C)N1CCCNC(=O)C(=O)Nc1ccc2nc3n(c(=O)c2c1)CCCCC3 (stereo not given),18,-0.3,1,-5,-0.3,-14,6,-4,0,-3,1
COc1cc(O)c2c(=O)c3c(O)c(O)ccc3oc2c1OC,14,-2.9,-22,4,0.0,-1,nt,9,nt,nt,-154
O=C1N/C(=C/c2ccsc2)C(=O)N1c1ccccc1,-1,0.7,-52,-65,-0.2,-13,9,-2,-1,-4,-128
Nc1ccn(C2CCCO2)c(=O)n1 (stereo not given),-5,1.5,-6,14,-0.1,-9,15,-5,nt,-6,12
Cc1ccc2c(c1)C(O)(c1c(C)[nH]c3ccccc13)C(=O)N2 (stereo not given),5,-4.1,-30,12,0.0,-11,-4,-1,1,-5,12
Cc1ccccc1Cn1nnc(-c2ccc3c(c2)OCO3)n1,nt,-3.9,-45,-232,0.1,-63,1,0,0,-5,-254
CCCC1C(=O)Nc2ccccc2N1C(=O)c1ccc(C(C)(C)C)cc1 (stereo not given),0,0.8,-15,1,0.4,5,0,30,2,-14,33
O=C(CN1C(=O)CSC1=O)Nc1ccc(F)c(F)c1F,10,2.2,7,10,-0.2,6,6,-4,3,-4,4
CSc1ccc(C2c3[nH]c4ccccc4c3CCN2C(=O)c2ccnn2C)cc1 (stereo not given),0,1.4,-65,-155,-0.4,-28,7,-6,2,1,-267
CCN(CC)S(=O)(=O)c1ccc(N2CCOCC2)c(NC(=O)c2cc3ccccc3o2)c1,-11,2.3,-18,6,0.1,nt,8,3,nt,0,7
Cc1ccn2c(C(=O)NN=C3CCCCCCC3)c(C)nc2c1,-1,1.7,-23,13,-0.1,9,-5,2,0,-7,23
COCCOC(=O)C1=C(C)OC(N)=C(C#N)C1c1ccc2c(c1)OCO2 (stereo not given),nt,-0.3,-4,11,-0.1,1,-3,-2,1,nt,4
Cc1ccc(NC(=O)CCN2C(=O)NC3(CCCC3)C2=O)cc1,1,-0.2,-9,1,-0.1,-2,-6,-1,nt,-7,6
COc1ccccc1CC(=O)Nc1cccc(C(=O)Nc2nccs2)c1,6,0.9,-28,-14,0.2,-4,6,-2,1,-10,-7
NNC(=O)c1ccc(Oc2cc(Cl)cc(Cl)c2)o1,-1,-0.3,18,10,-0.1,-1,-5,3,-5,-19,24
Cc1ccc(C(=O)N2CCN(c3ccc(NC(=O)Cc4ccccc4)cc3)CC2)cc1,7,-0.2,21,19,-0.2,11,-4,0,3,-7,13
COc1cc(S(=O)(=O)N2CCC(C(N)=O)CC2)c(C)cc1C,6,0.4,23,25,-0.4,-6,6,6,6,-9,7
CC1=CC(C)(C)Nc2ccc(Cc3ccc4c(c3)C(C)=CC(C)(C)N4)cc21,-6,0.8,26,16,-0.2,12,8,-17,-1,-4,35
CSc1ncc(C(=O)Nc2cccc(C)c2C)c(C)n1,-9,-0.6,-22,-9,-0.1,5,-1,1,nt,-3,-11
CC(C)C[C@H](NC(=O)N1CCCCCC1)C(=O)O,7,0.3,3,0,0.0,-7,3,-3,-2,-5,10
CC1=Nc2cc(C(=O)NCCCN3CCN(C)CC3)ccc2Sc2ccc(C)cc21,3,0.5,-9,-3,0.1,-8,3,14,1,-6,1
COc1ccc(NC(=O)C2C3C=CC(C3)C2C(=O)O)cc1 (stereo not given),-2,-0.7,-42,2,0.1,5,7,-3,-2,-2,4
CCN(CC)S(=O)(=O)c1ccc(N(C)C)c(NC(=O)C2CCCC2)c1,2,-0.5,31,6,0.2,-3,-8,-5,0,-6,6
CCOC(=O)C1=C(COC(=O)c2cccc(NC(C)=O)c2)NC(=O)NC1C (stereo not given),-7,-0.6,-20,13,0.3,7,4,-5,-2,-1,12
CN(C(=S)NC(=O)CCCOc1ccc(Cl)cc1Cl)c1ccccc1,9,2.7,-20,-25,0.1,4,-3,-1,-3,nt,-32
CCc1ccc(/C=C2\SC(=S)N(CCCC(=O)N3CCN(C)CC3)C2=O)cc1,8,-2.8,-12,25,1.2,nt,8,72*,nt,-12,38
COc1ccc(S(=O)(=O)N2CCN(C(=O)NC3CCCCC3)CC2)cc1OC,nt,0.5,7,6,-0.2,0,1,0,0,-9,0
CC(C)(C)NC(=O)CN(C(=O)C(=O)Nc1ccc2c(c1)OCCO2)C1CCCC1,5,-0.4,-17,-52,0.0,12,7,1,7,-3,8
COc1ccc(CN(C)C[C@@H]2OCc3cnnn3CCCC(=O)N([C@H](C)CO)C[C@H]2C)cc1,0,-2.4,-1,1,0.0,nt,-2,9,nt,-6,10
Cc1nnsc1-c1nnc(SCC(=O)c2ccc(F)cc2)n1C1CC1,0,0.3,-4,-31,0.1,2,1,-2,-1,-6,-11
COc1cc(-c2nc3c4ccccc4nc(=S)n3[nH]2)cc(OC)c1OC,12,-0.7,0,-5,-0.1,11,-3,13,4,-1,-2
CC(C)NC(=S)N/N=C1\CCCCC1C1CCCCC1 (stereo not given),4,-3.5,67,24,7.2*,10,-7,0,1,-6,9
CCN(CC)C(=O)Cn1cc(C(=O)C(=O)Nc2ccc3c(c2)OCO3)c2ccccc21,-5,-2.8,-48,-69,-0.1,nt,1,2,nt,-12,-83
COc1ccc(C(=O)OCC(=O)NCCCc2ccccc2)c(OC)c1,-16,0.1,-1,-8,-0.1,-8,0,8,0,-5,-1
O=C(O)C1(P(=O)(c2ccc(Cl)cc2)c2ccc(Cl)cc2)CC1,-1,1.8,-28,-5,0.1,1,4,4,3,-4,8
Cc1ccc(OCCCC(=O)ON=C(N)c2ccccc2C)cc1,14,-3.5,-22,-4,0.2,8,-2,-3,2,-3,4
